Screening data from PubChem.
Lamin A splicing: qHTS Assay for Modulators of Lamin A Splicing. HeLa LMNA splicing GFP/RFP minigene ratio, 48 h. Potency, µM (titrated, usually from 46.1 µM), inactives show top-dose ratio change, negative = inhibition, actives largely listed as inhibitors. 200,000 compounds, 0.01% hits; active means well fitted inhibition curve with a large enough effect in the signal ratio, with a control signal flat, not every such curve was filed as active; inconclusive means small, poorly fitted or top-dose-only effect, or effect the other way, or a change in a side signal; the % refers to the signal ratio
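S3 HeLa cells stably expressing lamin A-EGFP splicing minigene plus DsRed2, 600 cells/well, 48 h compound exposure at 37C. Laser-scanning cytometry; analysed as GFP (500-530 nm)/RFP (575-640 nm) total intensity ratio; 0.5% DMSO vehicle.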
* marks the source's active call; other numbers are inactive results; ? = inconclusive; [ ] = remark or other dose. On the % scale 0 is the no-effect control and ±100 the full control effect; potency means the concentration at half of the fitted maximal effect. These rows are one share of the data (hit frequency here may not be typical).

SMILES	Lamin A splicing
COc1cccc(NC(=O)C2CCCN(S(=O)(=O)c3cn(C(C)C)cn3)C2)c1 (stereo unspecified)	21.3%[46 µM]
CCOC(=O)c1scc(-c2ccc(C)cc2)c1S(=O)(=O)Nc1cccc(CC)c1	-11.9%[46 µM]
COc1ccc(CN(C(=O)Nc2cccc(Cl)c2)c2ccccn2)cc1OC	-11.6%[46 µM]
COc1cc(CNc2ccc3[nH]c(=O)[nH]c3c2)cc(Cl)c1OCc1ccc(F)cc1	-7.0%[46 µM]
Cc1cc(C)cc(N2C(=O)N(CC(=O)c3ccc(Br)cc3)c3ccccc3S2(=O)=O)c1	?
O=C1CCCc2cc(S(=O)(=O)NCC3CCC(C(=O)NCc4ccccc4Cl)CC3)ccc2N1 (stereo unspecified)	?
CCCOc1ccc(CNC(=O)CCCN2C(=O)CSc3c2c(C)nn3-c2ccccc2)cc1	?
CS(=O)(=O)NCCc1csc2nc(-c3ccccc3)nn12	9.0%[46 µM]
CCN(CC)C(=O)C1CCCN(c2ncnc3onc(C)c23)C1 (stereo unspecified)	14.7%[46 µM]
CCOC(=O)c1ccc(NC(=O)C(Cc2ccccc2)N2Cc3ccccc3C2=O)cc1 (stereo unspecified)	-2.1%[46 µM]
COc1ccc(CCNC(=O)C(=O)NCC(c2ccc3c(c2)OCO3)N2CCOCC2)cc1OC (stereo unspecified)	-6.7%[46 µM]
CCOc1ccc(S(=O)(=O)n2nc(C)c(S(=O)(=O)N3CCCCC3)c2C)cc1	6.7%[46 µM]
O=C(CSc1nc(=O)[nH]c2c1CCC2)NCc1ccc(F)cc1	0.5%[46 µM]
Clc1ccc(-n2ncc3c(NC4CCCC4)ncnc32)cc1	-9.5%[46 µM]
Cc1cccc(OCC(=O)Nc2ccc3c(c2)N(C)C(=O)c2ccccc2S3)c1	?

Some of the entries so far, in markdown.
| Compound | Lamin A splicing |
| --- | --- |
| COc1cccc(NC(=O)C2CCCN(S(=O)(=O)c3cn(C(C)C)cn3)C2)c1 (stereo unspecified) | 21.3%[46 µM] |
| CCOC(=O)c1scc(-c2ccc(C)cc2)c1S(=O)(=O)Nc1cccc(CC)c1 | -11.9%[46 µM] |
| COc1ccc(CN(C(=O)Nc2cccc(Cl)c2)c2ccccn2)cc1OC | -11.6%[46 µM] |
| COc1cc(CNc2ccc3[nH]c(=O)[nH]c3c2)cc(Cl)c1OCc1ccc(F)cc1 | -7.0%[46 µM] |
| Cc1cc(C)cc(N2C(=O)N(CC(=O)c3ccc(Br)cc3)c3ccccc3S2(=O)=O)c1 | ? |
| O=C1CCCc2cc(S(=O)(=O)NCC3CCC(C(=O)NCc4ccccc4Cl)CC3)ccc2N1 (stereo unspecified) | ? |
| CCCOc1ccc(CNC(=O)CCCN2C(=O)CSc3c2c(C)nn3-c2ccccc2)cc1 | ? |

(cont.)
SMILES	Lamin A splicing
COc1cccc(-n2c(SCc3ccc(F)cc3)nc3c([nH]c4ccccc43)c2=O)c1	?
COC(=O)c1sccc1S(=O)(=O)N1CCN(c2cccc(C)c2)C(C)C1 (stereo unspecified)	?
Cc1ccc(CN2CCCn3nc(C(=O)NCCc4ccccc4Cl)cc3C2=O)cc1	-14.2%[46 µM]
Cc1ccc(Cl)cc1NC(c1ccc(F)cc1)c1nnc(-c2ccccc2)o1 (stereo unspecified)	-2.3%[46 µM]
O=C(CN1N=C(c2ccc(Cl)cc2)CCC1=O)NCc1ccc(F)cc1	-15.4%[46 µM]
Cc1cccc(Cn2cc(S(=O)(=O)c3cccc(C)c3)c(=O)c3cc(F)c(N4CCOCC4)cc32)c1	-22.5%[46 µM]
CCCNC(=O)C1CCN(Cc2cc3ccccc3n2Cc2ccccc2)CC1	6.3%[46 µM]
COc1ccc(NC(=O)Cn2c(=O)n(-c3ccc(Cl)cc3)c(=O)c3c(C)c(C(=O)N(C)C)sc32)cc1Cl	4.1%[46 µM]
CC1CCCCN1CCCNC(=O)CN1C(=O)CSc2ccc(S(=O)(=O)N3CCOCC3)cc21 (stereo unspecified)	?
Cc1ccc(CN2C(=O)CN(C3CCCCCC3)C(=O)C2c2ccc(F)cc2)cc1 (stereo unspecified)	-11.9%[46 µM]
CCN(c1ccc(Cl)cc1)S(=O)(=O)c1nnc(NC(=O)c2ccco2)s1	-7.6%[46 µM]
CC(C)c1cnc2c(c1SCC(=O)NCc1ccccc1Cl)c(=O)n(C)c(=O)n2C	-4.1%[46 µM]
COc1cc(C(=O)NCC(c2cccs2)S(=O)(=O)c2cccs2)cc(OC)c1OC (stereo unspecified)	-4.6%[46 µM]
COc1cc(Cl)c(C)cc1NC(=O)c1cc(S(=O)(=O)N2CCCC2)ccc1F	-12.5%[46 µM]
COc1ccc(OC)c(CCNC(=O)c2cnn(-c3ccccc3)c2C2CCN(C(=O)OC(C)(C)C)CC2)c1	-16.0%[46 µM]
COc1ccc(-n2ccn(CC(=O)NCCc3ccccc3)c(=O)c2=O)cc1OC	?
Cc1nc2c(C(=O)NCc3ccccc3)c[nH]n2c(=O)c1Cc1ccccc1Cl	?
COc1ccc(-n2c(C)nc3cc(C(=O)NC4CCCC4)ccc32)cc1	7.2%[46 µM]
Cn1c(=O)c2c(SCC(=O)N3CCc4ccccc43)nc(-c3ccccc3Cl)nc2n(C)c1=O	?
CCn1c2ccccc2c2nnc(N3CCN(c4cccc(Cl)c4)CC3)nc21	-9.1%[46 µM]
Cc1ccc(Cl)cc1NC(=O)c1cc(CN2CCCC2)on1	-12.2%[46 µM]
CSc1ccc(CCNC(=O)c2cc3cc4cc(C)ccc4nc3s2)cc1	-13.0%[46 µM]
O=C(NCCc1csc(-c2ccc(C(F)(F)F)cc2)n1)c1ccccc1Cl	7.9%[46 µM]
Cc1ccc(C2=NN(CC(=O)NC(C)c3ccccc3)C(=O)CC2)cc1 (stereo unspecified)	-8.2%[46 µM]
CCOC(=O)c1cc(-c2ccc(OC)cc2)n(CCC(=O)Nc2cccc(C)c2C)c1C	-1.0%[46 µM]
COc1ccc(-c2cc3ccc(O)c(CN4CCCC(C)C4)c3oc2=O)cc1OC (stereo unspecified)	?
Cc1ccc(N2C(=O)CS(=O)(=O)C23C(=O)N(Cc2ccccc2C)c2ccccc23)cc1Cl (stereo unspecified)	-4.2%[46 µM]
COc1ccc(N2CCN(S(=O)(=O)CCNC(=O)Cc3ccc(-c4ccccc4)cc3)CC2)cc1	-9.9%[46 µM]
COc1ccc(-n2ncc3c(NCCC4=CCCCC4)ncnc32)cc1	?
Cc1ccccc1-c1nn2c(=O)cc(CN3CCN(C(=O)/C=C/c4ccccc4)CC3)nc2s1	?
CC(C)(C)NC(=O)Cn1cc(S(=O)(=O)Cc2ccc(F)cc2)c2ccccc21	12.4%[46 µM]
COc1cccc(CNS(=O)(=O)c2ccc3[nH]c4c(c3c2)CCCCC4)c1	?
COc1cc2c(cc1OC)C(COc1cc(C)cc(C)c1)N(C(=O)COc1ccccc1)CC2 (stereo unspecified)	?
Fc1ccc(-n2ncc3c(NCCCn4ccnc4)ncnc32)cc1	7.8%[46 µM]
Cc1ccc(NC(=O)C2CCCN(S(=O)(=O)c3ccc4c(c3)CCCC(=O)N4)C2)cc1N(C)C (stereo unspecified)	-7.4%[46 µM]
COCCCNC(=O)N1CCN(c2nnc(C)c3c(C)n(-c4ccc(Cl)cc4)nc23)CC1	-20.5%[46 µM]
CCOc1ccc2nc(N(Cc3cccnc3)C(=O)c3ccco3)sc2c1	8.3%[46 µM]
CC(=O)c1ccc(N2C(=O)N(Cc3ccccc3C#N)c3ccccc3S2(=O)=O)cc1	0.5%[46 µM]
CCCn1c2ccccc2c2cnn(CC(=O)N3CCC(C(=O)OCC)CC3)c(=O)c21	8.0%[46 µM]
Cc1ccc(CNc2cc(C)nc3nc(-c4cccc(C)c4)nn23)cc1	-22.7%[46 µM]
Cc1cccc(CNC(=O)c2cnc3sc(N4CCCCCC4)nn3c2=O)c1	5.4%[46 µM]
CN1C(=O)Cc2cc(S(=O)(=O)NCc3ccccc3Cl)ccc21	?
COc1cccc(N2CCN(C(=O)CN3CCSc4ccccc43)CC2)c1	?
Cc1c(C(=O)Nc2ccccc2F)sc2ncnc(N(C)C3CCCCC3)c12	?
CCC(=O)N1c2ccccc2CC1C(=O)NCCCN1CCN(c2ccc(F)cc2)CC1 (stereo unspecified)	-19.9%[46 µM]

Retrieved by compound from the entries so far:
SMILES	Lamin A splicing
CCOc1ccc2nc(N(Cc3cccnc3)C(=O)c3ccco3)sc2c1	8.3%[46 µM]
Cc1c(C(=O)Nc2ccccc2F)sc2ncnc(N(C)C3CCCCC3)c12	?
CC(C)(C)NC(=O)Cn1cc(S(=O)(=O)Cc2ccc(F)cc2)c2ccccc21	12.4%[46 µM]
COc1cccc(N2CCN(C(=O)CN3CCSc4ccccc43)CC2)c1	?

Further entries
SMILES	Lamin A splicing
COc1ccc(S(=O)(=O)c2cn(C)c3cc(N4CCCC4)c(F)cc3c2=O)cc1	2.4%[46 µM]
CCOc1ccc(CNS(=O)(=O)c2c(C(=O)N3CCCCCC3)c(C)n(C)c2C)cc1OC	-18.2%[46 µM]
COc1ccc(OC)c(NC(=O)CSC2=Nc3ccccc3C3=NC(CC(=O)NCc4ccco4)C(=O)N23)c1 (stereo unspecified)	7.6%[46 µM]
COC(=O)c1ccc2c(c1)sc(=NC(=O)c1ccc(S(=O)(=O)N3CCCCC3)cc1)n2C	1.2%[46 µM]
COC(=O)c1sccc1S(=O)(=O)N1CCN(c2cccc(C)c2C)CC1	?
CCc1ccccc1NC(=O)C(C)n1c(=O)cc(C)c2c(C)nn(-c3ccccc3)c21 (stereo unspecified)	?
CCCCN(C)C(=O)CN1C(=O)c2cccnc2Oc2ccc(Cl)cc21	-2.3%[46 µM]
COCCNC(=O)Cn1nc(-c2ccccc2)c2ccccc2c1=O	?
COc1cccc(CNC(=O)CN2C(=O)CCCc3ccccc32)c1OC	-6.8%[46 µM]
CCc1nc2ccc(C(=O)NCc3ccc(SC)cc3)cc2nc1CC	5.1%[46 µM]
CCC(CO)Nc1ncnc2c1cnn2-c1ccc(C)cc1 (stereo unspecified)	-16.1%[46 µM]
CCOC(=O)c1ccc(NC(=O)c2cnn3c(=O)c4c(n(CC)c23)CCN(Cc2ccc(OC)cc2)C4)cc1	-25.8%[46 µM]
COc1ccc(Cl)cc1S(=O)(=O)N1CCC(c2ccncc2)CC1	?
COc1cccc(CNC(=O)C(=O)NCC(c2cccs2)S(=O)(=O)c2cccs2)c1 (stereo unspecified)	18.9%[46 µM]
O=C(CSc1nnc2ccc3ccccc3n12)Nc1ccccc1Cl	17.1%[46 µM]
Cc1ccc(-n2c(=O)c3c(c4cc(C)ccc4n3C)n(CC(=O)NCC3CCCO3)c2=O)cc1 (stereo unspecified)	-14.3%[46 µM]
CCCCC(=O)NC1CC(=O)N(c2ccc3c(c2)OCCO3)C1 (stereo unspecified)	?
CC(=O)c1ccc(NC(=O)C2CCCN(S(=O)(=O)c3ccc4c(c3)CCCN4C(C)=O)C2)cc1 (stereo unspecified)	?
Cc1cccc(-c2nc3scc(CCNS(=O)(=O)c4ccc5c(c4)OCCO5)n3n2)c1	18.2%[46 µM]
CCOc1ccc(CCNC(=O)c2c(C)oc3ncnc(N4CCOCC4)c23)cc1	5.7%[46 µM]
COc1cccc2c1Oc1ncccc1N(C(=O)CCC(=O)NCc1ccc(C)cc1)C2	10.3%[46 µM]
Cc1ccccc1CN1c2ccccc2S(=O)(=O)c2ccccc21	13.0%[46 µM]
CCOc1ccc(S(=O)(=O)NCc2cccn2Cc2cccc(C)c2)cc1	?
CC(=O)N1c2ccccc2CC1C(=O)N1CCN(c2cccc(Cl)c2)CC1 (stereo unspecified)	-8.1%[46 µM]
CCOc1ccccc1NC(=O)CN1C(=O)CC(c2ccc(C)c(C)c2)=Nc2ccccc21	-4.3%[46 µM]
O=C(NCc1ccc2c(c1)OCO2)c1ccc2c(c1)N(Cc1cccc(Cl)c1)C(=O)c1ccccc1S2	-10.4%[46 µM]
COc1cccc(-n2ccn(CC(=O)c3ccc(F)cc3)c(=O)c2=O)c1	-11.7%[46 µM]
COc1ccccc1NC(=O)Cn1c(C)cc(C)c(C#N)c1=O	-2.8%[46 µM]
COCCN(Cc1ccc(C)c(Br)c1)S(=O)(=O)c1ccc2[nH]c(=O)ccc2c1	?
CC(C)CC(=O)Nc1ccc2nc(SCC(=O)N3CCCC3)sc2c1	8.6%[46 µM]
Cc1ccc(-n2ncc3c(NC4CCCCCC4)ncnc32)cc1Cl	?
Cc1ccc(NC(=O)C2CCCN(c3ncnc4c3nc3n4CCCCC3)C2)c(Br)c1 (stereo unspecified)	28.9%[46 µM]
CSc1cccc(NC(=O)N2CCN(S(=O)(=O)c3ccc4c(ccn4C)c3)CC2)c1	-12.8%[46 µM]
Cc1ccc(-c2cn3c(n2)sc2cc(C(=O)NCc4cccs4)ccc23)cc1	6.9%[46 µM]
Cc1ccc(S(=O)(=O)NCCc2csc(-c3cccc(F)c3)n2)cc1	-2.4%[46 µM]
Cc1ccc(C)c(NS(=O)(=O)c2cc3c(cc2Cl)NC(=O)CO3)c1	22.4%[46 µM]
CCOC(=O)c1c(C)[nH]c(CCC(=O)NCc2ccccc2C)c1C	-7.3%[46 µM]
COc1ccc(NC(=O)CN2C(=O)CCn3nc(-c4cccn4C)cc32)cc1Cl	1.5%[46 µM]
COc1cccc(CNC(=O)C(=O)NCC(c2ccco2)S(=O)(=O)c2ccccc2)c1 (stereo unspecified)	?
COc1ccc(Oc2nc3c(c(=O)n(C)c(=O)n3C)n2Cc2ccc(Cl)cc2Cl)cc1	2.1%[46 µM]
Cc1oc2ncn(C)c(=O)c2c1C(=O)NCc1ccc(Cl)cc1	?
COc1cccc(CNC(=O)Cn2nc3c(cc2=O)CCCC3)c1OC	-4.9%[46 µM]
O=C(Nc1cccc(C(F)(F)F)c1)N1CCC(CN2CCCCCC2)CC1	9.3%[46 µM]
O=C(c1ccc2c(c1)CCCC2)N1CCN(c2nc3c(F)cccc3s2)CC1	?
O=C(NCCc1ccccc1Cl)c1sc2ncccc2c1-n1cccc1	-0.7%[46 µM]
